Compound activity as filed in PubChem BioAssay.
Tat transport = inhibitors of E. coli Tat protein transport; E. coli MC4100 TorA-mCherry Tat export, fluorescence; inhibition, % at 10 µM; 340,000 compounds, 0.036% hits; AID 488895;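 active = mean replicate inhibition at least 50% and at least half of replicates individually reaching 50%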;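 also: exported cargo escapes ClpAP degradation while cytoplasmic cargo is degraded and loses fluorescence; 0% = median of neutral control wells and 100% = median of NaSCN control wells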
Ecoli viability = reduces bacterial viability in AddAB counter-screen | inhibition, % at 11.9 µM | 330,000 compounds, 0.27% hits | AID 449728 | E. coli V3065 growth, OD600 absorbance, 18 h;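 active = inhibition above the campaign's mean inhibition across all tested compounds plus 3 SD, cut at about 9.9% in these data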;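 also: uninfected addAB+ strain grown without phage in ampicillin broth; 0% = DMSO wells and 100% = ciprofloxacin 0.95 µg/ml wells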
DSG3 Ab inh = human desmoglein-3 autoantibody binding inhibition. AID 588358. P32926. binding (percent of control), % at 10 µM. 310,000 compounds, 0.48% hits. DSG3-coupled beads, scFv-anti-DSG3-GFP binding, flow cytometry; stronger effect = lower value;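 active = binding more than 3 SD below its plate's average and above zero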;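 also: hits lower antibody fragment binding to DSG3; some compounds called inactive have numbers as strong as hits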
phage Ecoli inh = E. coli growth loss with phage present | growth absorbance | inhibition, % at 11.9 µM | 360,000 compounds, 0.26% hits; in the data active = inhibition above about 11%
SUMO Mot1 rescue = inhibitors of SUMOylation pathway: yeast Mot1-301 growth rescue; growth rescue, % at 18.8 µM; 320,000 compounds, 1% hits; S. cerevisiae Mot1-301 growth rescue, ATP luminescence, 38.5C; percent above DMSO median, 100 means doubled;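 active = every valid replicate shows activation above 250% relative to neutral control wells; inactive = the rest, any valid replicate at or below 250%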;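 also: OY570 slx delta 5 strain wells were the positive control but not used for scaling; some compounds called inactive have numbers as strong as hits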
AddAB inh = less growth of phage-infected E. coli with AddAB; inhibition, % at 11.9 µM; E. coli expressing H. pylori AddAB, absorbance growth; 330,000 compounds, 0.29% hits; in the data active = inhibition above about 12%;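 also: 0% = vehicle wells of infected cells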
OPRM1-OPRD1 ag = OPRM1-OPRD1 heterodimerization agonism | P35372+P41143 | 340,000 compounds, 0.3% hits | activation, % at 9.3 µM | AID 504326 | cells, luminescence; in the data active = activation above about 18%;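 also: 0% = vehicle-treated cells and 100% = reference agonist; values of inactives mirror those of a sister screen read the other way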
Target sequence (P35372 whole entry, looked up): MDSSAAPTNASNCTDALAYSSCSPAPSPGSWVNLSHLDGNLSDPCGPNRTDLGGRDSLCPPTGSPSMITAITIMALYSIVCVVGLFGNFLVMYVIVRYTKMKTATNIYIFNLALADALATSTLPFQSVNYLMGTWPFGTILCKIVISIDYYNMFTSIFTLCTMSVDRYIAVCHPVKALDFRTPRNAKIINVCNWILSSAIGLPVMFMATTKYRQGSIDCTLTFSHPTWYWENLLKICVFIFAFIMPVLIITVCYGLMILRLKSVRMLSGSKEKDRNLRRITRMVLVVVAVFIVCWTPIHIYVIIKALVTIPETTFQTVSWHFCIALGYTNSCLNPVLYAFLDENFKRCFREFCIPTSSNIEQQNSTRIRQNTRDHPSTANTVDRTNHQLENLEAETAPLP
Target sequence (P41143 whole entry, looked up): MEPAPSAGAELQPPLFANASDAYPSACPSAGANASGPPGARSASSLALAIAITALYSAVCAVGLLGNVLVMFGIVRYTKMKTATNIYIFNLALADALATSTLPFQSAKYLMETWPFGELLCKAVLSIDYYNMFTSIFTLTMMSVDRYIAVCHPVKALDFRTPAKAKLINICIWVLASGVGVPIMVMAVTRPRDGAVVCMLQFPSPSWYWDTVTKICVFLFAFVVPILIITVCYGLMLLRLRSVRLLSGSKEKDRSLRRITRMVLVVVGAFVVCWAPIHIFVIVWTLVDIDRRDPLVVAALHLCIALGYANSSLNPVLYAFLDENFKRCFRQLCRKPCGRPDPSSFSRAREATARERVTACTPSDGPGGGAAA
PKA-R1A act = PKA-R1A complex activation | P00514+P68181 | activation, % at 11.4 µM | AID 504707 | PKA-R1A dissociation, Cy5-IP20 fluorescence polarization; scaled: DMSO 0%, 113 µM cGMP 100% | 340,000 compounds, 0.083% hits;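 active = percent activation above the mean of all tested compounds plus 3 SD, cut at about 19% in these data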;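 also: higher means more PKAc released from R1A so a rise in polarization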
PfHsp90 set2 = inhibits growth of yeast expressing Plasmodium falciparum Hsp90; S. cerevisiae expressing PfHsp90, BacTiter-Glo ATP, 48 h; yeast lacking PDR1 and PDR3 efflux regulators; inhibition, % at 9.4 µM; 310,000 compounds, 0.32% hits; AID 504621;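 active = every replicate shows inhibition above about 80%, whatever the replicate mean, limit read from the data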;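 also: 0% = DMSO neutral controls and 100% = 20 µM radicicol positive controls; yeast relying on Plasmodium falciparum Hsp90 in place of its own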
Arrestin-AP2 inh = inhibitors of human beta-arrestin and AP2 interaction; AID 504490; inhibition, % at 10 µM; FITC-arrestin peptide / GST-AP2 beads, flow cytometry; AP2 beta2 appendage carries R879A mutation; 340,000 compounds, 0.31% hits;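 active = inhibition above a set limit, near 3 SD of compounds lacking own fluorescence, cut at about 54% in these data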;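 also: plate controls were DMSO wells for no effect and 5 µM unlabelled arrestin peptide for full effect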
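Measured by: flow cytometry, FL1 (488/535 nm); Material: AP2 appendage R879A on GSH beads; Evaluation: percent response; Timing: pre-incubation 12 min, peptide binding 1 h, room temperature; Also added: 50 nM FITC-arrestin peptide; Medium: PBS with 0.05% Tween 20 and 0.1% BSA.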
OPRM1-OPRD1 inv = inverse agonists of human mu-delta opioid receptor heterodimerization; P35372+P41143; cell-based MOR-DOR heterodimer luminescence, inverse agonism; inhibition, % at 9.3 µM; 340,000 compounds, 0.21% hits; in the data active = inhibition above about 22%, passing the limit was not always enough;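 also: 0% = cells with DMSO and 100% = wells without cells with DMSO; values of inactives mirror those of a sister screen read the other way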
* marks the source's active call; other numbers are inactive results; / = no result given.

SMILES	Tat transport	Ecoli viability	DSG3 Ab inh	phage Ecoli inh	SUMO Mot1 rescue	AddAB inh	OPRM1-OPRD1 ag	PKA-R1A act	PfHsp90 set2	Arrestin-AP2 inh	OPRM1-OPRD1 inv
CCOC(=O)Nc1cc(Br)c2c(c1)OCCO2	3.0	-1.1	90.2	1.7	1.2	0.4	-1.9	-5.2	-2.9	-4.4	10.4
Cc1cccc(NC(=O)C2CCCN2C(=O)OCc2ccccc2)c1 (stereo unspecified)	-4.9	-0.7	102.8	2.6	116.2	0.3	-2.7	-3.2	-7.6	1.0	14.5
COc1ccc(-c2cc(C(=O)O)nc3ccc4ccccc4c23)cc1OC	0.1	-0.6	112.3	-1.2	4.4	2.0	-1.9	6.8	5.7	51.5	9.8
C#CCOCCOCCOCCNc1nc(N2CCN(C(=O)[C@H](CCCCN)n3cc(CCC(=O)O)nn3)CC2)nc(N2CCN(C(=O)[C@H](CCCCN)n3cc(CC(C)O)nn3)CC2)n1 (stereo partly specified)	-0.7	-0.8	102.0	1.2	134.0	3.7	-2.5	8.7	7.9	-5.3	14.1
Cc1ccccc1OCC1CN(CN2CCOCC2)C(=O)O1 (stereo unspecified)	10.6	0.4	/	2.1	/	-2.2	-1.0	-2.8	6.5	2.4	5.8
COC(=O)c1cn(C)c2ccc(S(=O)(=O)N3CCCCC3)cc2c1=O	8.0	/	102.5	1.1	/	/	-0.8	-3.6	-33.5	1.4	4.3
COc1ccc(-n2c(SCC(=O)Nc3ccc(Cl)cc3)nc(O)c(Cc3ccccc3)c2=O)cc1	-2.2	-3.6	107.3	1.1	2.4	1.3	-5.2	1.3	8.6	28.9	17.0
COc1ccc(-c2csc(NC(=O)CN3C(=O)C4CC=CCC4C3=O)n2)cc1OC (stereo unspecified)	5.5	2.4	100.1	-0.9	55.1	4.6	-1.4	14.9	7.6	-4.8	7.4
O=C(COC(=O)c1cc(S(=O)(=O)N2CCOCC2)cs1)c1ccccc1	5.1	-0.8	89.9	0.5	-1.2	-0.2	-2.3	6.8	/	19.4	11.3
O=C(CSc1nnc(-c2ccc(NS(=O)(=O)c3ccccc3)cc2)o1)NCC1CCCO1 (stereo unspecified)	-15.2	0.5	100.1	1.1	-22.1	2.1	0.0	2.0	3.4	3.5	0.0
O=C(O)COc1ccccc1/C=N/NC(=O)CSc1nc2ccccc2c(=O)n1-c1ccccc1	0.4	0.2	100.3	1.7	/	1.3	-3.2	-13.7	3.1	4.8	17.0
CCn1cc(Cl)c(C(=O)Nc2cc(C(=O)OC)cc(C(=O)OC)c2)n1	6.2	-6.9	105.0	0.6	19.8	2.6	-0.5	-18.6	-10.0	-15.4	2.2
Cc1nn(-c2ccccc2)c(C)c1NC(=O)COC(=O)c1cc([N+](=O)[O-])ccc1NCCO	0.7	0.9	/	0.9	-2.1	4.3	-3.0	6.9	-0.9	-3.0	15.8
CCCOC(=O)CSC1=C(C#N)C(c2ccccc2Cl)CC(=O)N1 (stereo unspecified)	3.9	-1.0	97.8	2.4	/	0.1	-1.3	-6.3	-15.8	-3.5	6.6
COCC(C)n1c(C)cc(C(=O)CSc2nnc(N)s2)c1C (stereo unspecified)	0.3	1.2	104.7	2.6	-8.5	-1.0	-2.1	-0.4	20.6	23.6	11.8
CCCCc1nc(S(=O)(=O)c2ccc(Cl)cc2)c(N2CCOCC2)o1	6.8	-0.5	96.6	-0.3	/	-1.4	-2.1	-2.9	-9.5	15.9	11.2
O=C(Nc1nc2ccccc2s1)c1cc(-c2ccccc2)nn1-c1ccccc1	0.9	-2.5	114.2	1.1	4.3	0.3	-1.9	-12.7	-12.5	-0.4	10.2
Cc1ccsc1/C=N/NC(=O)c1cc(-c2ccncc2)nc2ccccc12	-0.5	-0.8	/	5.5	-16.3	5.8	-1.1	-24.3	-4.6	-1.1	5.4
CCN(CC)CCNC(=O)c1ccc(NC(=O)c2cc(-c3ccco3)nc3ccccc23)cc1	-5.6	-3.5	108.8	1.8	99.8	-1.6	-1.8	-13.8	-2.2	2.4	7.1
CN(C)C(=O)CN1C(=O)NC2(CCc3ccccc32)C1=O (stereo unspecified)	3.4	1.2	97.7	4.7	-15.6	-0.3	-1.5	-5.3	12.4	-23.1	10.5
CC(C)N1C2OC(C3OC4C(O3)N(C(C)C)S(=O)(=O)N4C(C)C)OC2N(C(C)C)S1(=O)=O (stereo unspecified)	2.3	0.7	101.9	2.3	55.6	3.1	3.7	-1.6	/	7.7	-17.8
C=CCn1cccc(/C=C/C(=O)c2ccc(C(C)(C)C)cc2)c1=S	-1.1	-3.1	99.2	1.3	0.6	0.9	0.6	-0.4	-8.0	-9.8	-3.4
Cc1nn(Cc2ccccc2)c(C)c1NC(=O)CCC(=O)O	20.2	-3.2	109.9	3.2	89.6	-0.8	0.6	13.2	-0.1	3.2	-3.3
CCOc1ccc(OCCC(=O)Nc2cccc(S(=O)(=O)N3CCCC3)c2)cc1	-1.5	/	103.8	0.5	/	/	-3.6	14.0	5.8	-4.1	17.8
CCn1c(CC(=O)Nc2ccc(C)c(Cl)c2)nnc1SCc1ccc(Cl)c(Cl)c1	2.6	0.2	99.7	1.7	0.7	1.4	-1.8	-4.2	-3.6	-4.5	10.4

Single entries from the entries so far:
Entry of O=C(O)COc1ccccc1/C=N/NC(=O)CSc1nc2ccccc2c(=O)n1-c1ccccc1 under phage Ecoli inh: 1.7
Entry of COc1ccc(-c2csc(NC(=O)CN3C(=O)C4CC=CCC4C3=O)n2)cc1OC (stereo unspecified) under SUMO Mot1 rescue: 55.1

More results follow:
SMILES	Tat transport	Ecoli viability	DSG3 Ab inh	phage Ecoli inh	SUMO Mot1 rescue	AddAB inh	OPRM1-OPRD1 ag	PKA-R1A act	PfHsp90 set2	Arrestin-AP2 inh	OPRM1-OPRD1 inv
COc1ccc(/C=N/Nc2nc3ccccc3s2)cc1O	-18.2	/	103.0	2.2	/	/	-1.2	-5.9	4.5	-28.0	6.5
C=CCSc1nc2sc3c(c2c(=O)[nH]1)CCC3	2.0	1.4	102.3	6.4	5.2	3.6	-1.3	-2.7	-19.3	-7.5	5.9
CN(C)C(=O)CCSc1nnc(-c2ccncc2)o1	-2.2	-1.3	103.6	2.2	8.6	2.2	-1.8	4.2	24.7	4.4	9.2
CCCn1c(C)cc(C(=O)COC(=O)c2ccc(Cl)c(S(=O)(=O)N3CCCC3)c2)c1C	13.2	0.5	113.0	0.3	13.5	1.4	2.7	-15.7	3.6	-0.2	-11.3
CCOC(=O)C#CC(CCc1ccccc1)OS(N)(=O)=O (stereo unspecified)	-9.3	-0.9	102.3	2.7	-3.0	3.2	-1.9	2.8	-3.3	-5.4	10.5
Clc1ccc(-c2cn3cccnc3n2)cc1	-4.4	0.4	95.6	1.7	10.2	3.1	-1.6	4.9	-125.1	5.5	8.1
O=C(Cc1ncc(C(F)(F)F)cc1Cl)N1CCN(c2cccc(Cl)c2)CC1	-3.4	2.0	103.9	3.0	101.8	1.6	6.0	-4.6	-2.7	-3.4	-29.8
COc1cccc(C(=O)NC2CC3CCCC(C2)N3CC(=O)Nc2ccccc2C(F)(F)F)c1 (stereo unspecified)	3.6	0.7	115.2	-1.9	16.8	3.4	4.9	-1.5	-17.7	1.2	-39.2
Cc1cc(C2(c3ccc(O)c(C)c3)C(=O)N(C)c3ccc(Br)cc32)ccc1O	8.8	1.1	104.2	2.1	15.3	3.3	-2.1	-14.6	-10.7	3.1	10.9
O=C(CCC1CCCC1)N1CCC(N2CCN(c3ccccc3)CC2)CC1	-0.9	0.9	123.0	2.3	56.0	-1.1	0.6	-2.2	-10.4	5.1	-3.1
COc1cccc(CC(=O)OCC(=O)c2cc(OC)c(OC)c(OC)c2)c1	6.5	-2.2	91.5	1.2	-2.4	-1.3	-2.2	2.3	-17.0	-4.0	9.6
COc1ccc(S(=O)(=O)Cc2ccc(C(=O)NCC(OC)OC)o2)cc1	5.2	-1.4	97.6	-6.6	164.3	1.6	-1.0	0.4	-3.9	2.0	5.9
O=C(N/N=C/c1cccnc1)c1cccc(NC(=O)c2cccc(Br)c2)c1	-4.4	-1.6	108.4	3.2	-17.3	4.2	-2.2	2.0	-23.4	4.7	11.7
Cc1ccc(S(=O)(=O)N2CCN(CC(=O)NCC3(N4CCOCC4)CCCCC3)CC2)cc1	-9.8	/	103.5	4.4	/	/	-4.3	-16.4	2.0	-4.7	21.2
CC(C)NC(=O)c1ccc(NC(=O)CC2SC(N3CCCC3)=NC2=O)cc1 (stereo unspecified)	-2.6	-0.2	/	0.5	3.4	1.2	0.4	-5.2	8.2	/	-1.7
O=C(Nc1cc(Br)c(O)c(Br)c1)c1cccc(NC(=O)c2ccco2)c1	-3.5	-1.1	130.1	-0.3	-12.2	0.5	-4.3	-3.7	-6.3	-20.0	20.7
CC12CC3(C)CC(C)(C1)CC(C(=O)NC(=S)N1CCCC1)(C2)C3	11.1	-0.2	104.5	2.0	765.6*	1.8	-3.1	-11.9	-27.8	-32.5	15.7
Cc1ccc(S(=O)(=O)N2CCN(C(=O)CCC(=O)NCCc3ccc(S(N)(=O)=O)cc3)CC2)c(C)c1	-3.0	0.5	95.3	3.3	/	-0.3	1.7	-5.2	15.7	42.0	-9.0
CCOc1cnc(C(=O)NNC(=O)c2ccccc2Br)o1	-2.8	1.8	103.9	5.0	7.2	2.3	-1.6	-4.9	-9.6	21.0	8.0
Cc1cccc2cc(C(c3nnnn3C(C)(C)C)N(Cc3ccco3)CC3CCCO3)c(=O)[nH]c12 (stereo unspecified)	15.6	-3.2	102.2	2.2	-17.2	0.8	-0.3	0.0	/	-4.0	1.2
Cc1ccccc1NC(=O)c1ccc(OCC(=O)Nc2ccccc2F)cc1	9.0	-1.3	102.9	6.9	16.9	1.4	-2.2	-5.9	-4.0	-11.0	11.2
Cc1cc(=O)oc2cc(NC(=S)NCc3cccnc3)ccc12	-1.7	3.6	92.2	4.4	-25.7	4.0	-2.5	-0.3	-28.4	12.7	12.4
COc1ccccc1NS(=O)(=O)c1cc(C(=O)NCC(c2ccco2)N2CCCCC2)ccc1C (stereo unspecified)	1.6	-1.8	116.4	4.0	7.5	-1.2	3.8	-20.9	6.0	0.1	-25.1
O=C(CSc1nccc(=O)[nH]1)Nc1ccccc1Sc1ccccc1	-4.1	-2.0	100.7	4.2	-7.9	1.2	0.1	7.5	15.3	-12.8	-0.3
COc1ccccc1C(=O)NC(=O)COC(=O)C1CCC1	2.4	0.0	99.6	1.5	-12.9	-0.7	-1.6	-3.8	/	-10.8	8.4
CCc1ccc(N2CCN(CCNC(=O)Nc3ccc(OC)cc3)CC2)cc1	-1.5	-0.1	100.4	1.3	-0.7	1.1	1.8	-2.5	-6.1	-4.0	-8.3
